# Compound activity deposited in PubChem by several laboratories.
# Vif imaging = HIV Vif self-association inhibitors, primary screen, imaging, HEK293T, single point | inhibition, % at 7.49 µM | AID 602346, 2012 | HEK293T cells, Vif self-association by quenched fluorescence, 24 h | actives 0.35% (n = 340,000); in the data active = inhibition above about 50%, passing the limit was not always enough; inconclusive = no clear call, values can overlap the other calls; inactive = below about 31%; also: some results filed as inactive read as strong as hits
# C8 TRAIL sens = viability loss with TRAIL in NB7+C8 cells, primary screen, TRAIL sensitizer project, cell-based, ATPlite luminescence; inhibition (viability loss, TRAIL sensitization), % at 10 µM; actives 1% (n = 360,000);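 active = compounds causing at least 50% loss of cell viability in the single-dose screen, relative to plate controls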
# NCOA2 inhibitor = inhibition of GAL4-SRC2 driven luciferase reporter, primary screen, SRC2 inhibitor project, cell-based, luminescence; Nuclear receptor coactivator 2 (Homo sapiens), Q15596; HEK293 GAL4-SRC2 luciferase reporter; inhibition, % at 9 µM; actives 0.17% (n = 370,000);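 active = inhibition above the mean inhibition of all tested compounds plus 3 SD, set per campaign, cut at about 52% in these data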;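 also: 0% = DMSO treated cells and 100% = cells given Gossypol at 36 µM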
# NR2F2 inh = NR2F2 transcriptional activity inhibitors, primary screen, cell-based, luciferase reporter, HEK293T, luminescence; HEK293T NGFI-A luciferase reporter; inhibition, % at 8.6 µM; actives 0.7% (n = 370,000); AID 686940, 2013;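 active = inhibition above a per-plate cutoff, mean inhibition of test wells between control levels plus 3 SD, cut at about 38% in these data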;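 also: cells cotransfected with COUP-TFII expression vector driving the NGFI-A reporter; 0% = median of COUP-TF2 test wells and 100% = reporter-only cells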
# EBV LMP1 NFkB = EBV LMP1-driven NF-kappaB luciferase reporter inhibitors, primary screen, cell-based, luminescence, single point; LMP1-induced NF-kappaB luciferase reporter cells; inhibition, % at 12.5 µM; AID 504558, 2011; actives 0.69% (n = 350,000); in the data active = inhibition above about 41%; inconclusive = no clear call, values can overlap the other calls;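 also: 0% = neutral control wells and 100% = reference inhibitor control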
# NR5A2 inv ag = LRH-1 (NR5A2) inverse agonists, primary screen, cell-based, luminescence, HEK293T, StAR-luciferase reporter | Nuclear receptor subfamily 5 group A member 2 (Homo sapiens), O00482 | LRH-1 transfected, 24 h | inhibition, % at 3.6 µM | actives 0.13% (n = 360,000) | AID 602396, 2012;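 active = inhibition above the mean inhibition of all tested compounds plus 3 SD, cut at about 73% in these data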;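 also: 0% = DMSO wells and 100% = reporter-only cells lacking LRH-1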
# NCOA1 inh = SRC1 coactivator transcriptional activity inhibitors, primary screen, cell-based, luminescence | Nuclear receptor coactivator 1 (Homo sapiens), Q15788 | HEK293 GAL4-SRC1 luciferase reporter | inhibition, % at 3.6 µM | actives 0.12% (n = 360,000);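 active = inhibition above the campaign mean plus 3 SD, with each screening campaign given its own cutoff, cut at about 60% in these data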;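 also: 0% = DMSO treated cells and 100% = gossypol at 36 µM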
# NOD2 RIPK2 PPI = NOD2-RIPK2 binding disruptors in cells, primary screen, fluorescence, CHO cells, BLA complementation | Receptor-interacting serine/threonine-protein kinase 2 (Homo sapiens), O43353 | CCF4 ratio | inhibition, % at 4.98 µM | actives 0.38% (n = 360,000); in the data active = inhibition above about 21%;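 also: 0% = vehicle only and 100% = reference blocker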
# TLR9-MyD88 inh = inhibitors of TLR9-MyD88 association in cells, primary screen, cell-based, CHO, BLA complementation, fluorescence | Toll-like receptor 9 (Homo sapiens) + Myeloid differentiation primary response protein … | actives 0.21% (n = 340,000) | CCF4 FRET ratio | inhibition, % at 4.98 µM;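 active = inhibition above the mean over all tested compounds plus 3 SD, cut at about 21% in these data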;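 also: 0% = DMSO only wells and 100% = clavulanate BLA inhibitor control wells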
# Target sequence (Q99836 whole entry, looked up): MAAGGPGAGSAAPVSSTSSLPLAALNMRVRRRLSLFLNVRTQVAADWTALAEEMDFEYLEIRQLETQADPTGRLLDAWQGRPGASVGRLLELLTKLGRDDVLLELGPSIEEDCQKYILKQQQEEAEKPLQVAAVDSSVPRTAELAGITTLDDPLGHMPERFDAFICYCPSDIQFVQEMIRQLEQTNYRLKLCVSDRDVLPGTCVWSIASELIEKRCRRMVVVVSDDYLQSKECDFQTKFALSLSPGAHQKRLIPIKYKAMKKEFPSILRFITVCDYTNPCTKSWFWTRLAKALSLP
# Target sequence (Q9NR96 whole entry, looked up): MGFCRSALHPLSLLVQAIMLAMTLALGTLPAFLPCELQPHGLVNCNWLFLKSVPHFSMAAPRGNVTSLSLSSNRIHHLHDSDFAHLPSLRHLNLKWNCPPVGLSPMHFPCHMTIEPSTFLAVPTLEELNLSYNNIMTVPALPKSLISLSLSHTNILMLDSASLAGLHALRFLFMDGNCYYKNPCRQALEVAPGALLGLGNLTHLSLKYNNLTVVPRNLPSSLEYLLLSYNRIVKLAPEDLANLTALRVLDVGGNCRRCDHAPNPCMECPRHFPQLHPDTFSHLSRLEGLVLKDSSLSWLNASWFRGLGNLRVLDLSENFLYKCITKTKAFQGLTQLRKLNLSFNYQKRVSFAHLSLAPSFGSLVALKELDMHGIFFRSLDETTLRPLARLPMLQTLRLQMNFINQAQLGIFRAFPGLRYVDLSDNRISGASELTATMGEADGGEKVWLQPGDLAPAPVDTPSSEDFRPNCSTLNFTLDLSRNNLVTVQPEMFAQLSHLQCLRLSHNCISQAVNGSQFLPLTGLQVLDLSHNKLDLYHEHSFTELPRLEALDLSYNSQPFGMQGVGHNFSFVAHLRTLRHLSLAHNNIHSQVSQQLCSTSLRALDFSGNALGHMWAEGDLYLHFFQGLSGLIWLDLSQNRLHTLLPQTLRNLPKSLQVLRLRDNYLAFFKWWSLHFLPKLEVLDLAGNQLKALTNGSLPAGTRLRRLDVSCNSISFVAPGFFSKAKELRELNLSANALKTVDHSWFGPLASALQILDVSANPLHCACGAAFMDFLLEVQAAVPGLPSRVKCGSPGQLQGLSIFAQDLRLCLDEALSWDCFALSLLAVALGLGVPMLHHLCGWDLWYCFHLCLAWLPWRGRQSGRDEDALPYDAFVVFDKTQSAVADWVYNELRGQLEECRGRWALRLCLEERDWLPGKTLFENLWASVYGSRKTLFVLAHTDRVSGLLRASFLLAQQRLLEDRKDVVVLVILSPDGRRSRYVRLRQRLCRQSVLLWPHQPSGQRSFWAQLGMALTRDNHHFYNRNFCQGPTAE
# SRC3 inh = SRC3 coactivator transcriptional activity inhibitors, primary screen, cell-based, luminescence; actives 0.17% (n = 360,000); inhibition, % at 3.6 µM; HEK293 GAL4-SRC3 luciferase reporter; AID 588352, 2011; Nuclear receptor coactivator 3 (Homo sapiens), Q9Y6Q9;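 active = inhibition above a per-campaign cutoff, the mean of all compounds plus 3 SD, cut at about 60% in these data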;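 also: 0% = DMSO-treated cells and 100% = gossypol-treated cells at 36 µM; higher means less SRC3-driven luciferase light from the GAL4 reporter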
# TROY NFkB inh = inhibitors of TROY-driven NF-kB signaling, primary screen, Q293 LMP1-TROYcd cells, NF-kB luciferase, uHTS; AID 1347056, 2019; Q293 LMP1-TROYcd NF-kB luciferase reporter, 4 h; inhibition, % at 10 µM; actives 0.98% (n = 360,000);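 active = compounds whose plate-normalised and pattern-corrected inhibition of the luciferase reporter signal at the single screening dose is 50% or more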
# Starred values were filed as active, the others as inactive; ? = inconclusive; / = no result given. A portion of the library, so the mix of outcomes need not match the whole.
No.	Molecule	NR5A2 inv ag	C8 TRAIL sens	SRC3 inh	NCOA2 inhibitor	TLR9-MyD88 inh	Vif imaging	NR2F2 inh	NOD2 RIPK2 PPI	EBV LMP1 NFkB	TROY NFkB inh	NCOA1 inh
1	Cn1cc(CNC(=O)c2ccc(OC3CCN(Cc4ccccn4)CC3)cc2)cn1	16	-6	-10	2	1	-2	-15	-16	-4	-10	12
2	COCCNC(=O)c1cc(-c2ccccc2)nn1CC1CC(c2cccc([N+](=O)[O-])c2)=NO1 (centres undefined)	-7	-7	3	-21	-10	/	9	2	0	12	-8
3	Cc1ccc(NC(=O)Nc2ccccc2C(N)=O)cc1	-14	-25	-41	-28	7	-2	-22	0	-9	-31	-39
4	O=C(c1ccco1)N1CCN(c2ncnc3c(-c4ccccc4)nsc23)CC1	-71	17	-112	-62	6	-10	12	8	-22	-20	-81
5	Cc1csc(N/N=C/c2ccc([N+](=O)[O-])cc2)n1	-26	7	-28	-48	-11	12	0	2	-30	0	-26
6	CCOC(=O)N1CCN(C(=O)c2ccccc2NC(=O)c2ccc(Br)cc2)CC1	-6	-3	-8	14	12	1	-7	-2	2	-38	-8
7	CCOC(=O)c1c(NC(=O)COC(=O)c2ccc([N+](=O)[O-])cc2)sc(C(=O)N(C)C)c1C	4	18	-8	-12	6	-10	-6	0	-2	4	-19
8	CCC(Sc1ccc2nnc(-c3ccc(F)cc3)n2n1)C(=O)O (centres undefined)	16	-10	-10	-4	17	30	-7	-6	-4	0	4
9	CC(C)(C)S(=O)(=O)c1cnc2c(-c3ccc(F)cc3)cnn2c1N	-13	13	2	-26	4	-5	1	-9	-40	-23	-19
10	CC1=C(C(=O)N(C(C)C)C(C)C)CC(CC(=O)NCCCN(C)C)C(=O)N1CCC1=CCCCC1 (centres undefined)	21	-2	15	17	/	/	-2	-5	/	7	2
11	COc1ccc2c(c1)c(=O)oc1cc(OC(C(=O)O)c3ccccc3)ccc12 (centres undefined)	-29	-7	-20	-12	-9	4	-3	-2	4	-4	6
12	O=C(c1cccc2ccccc12)C1CCCN(C(=O)CCCn2cncn2)C1 (centres undefined)	-15	-12	7	6	3	-4	-14	-27	-14	-8	-14
13	O=C1NC(=S)S/C1=C\c1ccc2ccccc2c1	-6	1	-15	-16	1	-18	-6	-5	-5	-24	-30
14	COC(=O)Cc1c(O)ccn(CCc2c[nH]c3ccccc23)c1=O	-6	5	17	1	-1	9	-7	-9	5	1	-9
15	O=C(NCCCc1ccncc1)C1CCC(=O)N(Cc2cccc(C(F)(F)F)c2)C1 (centres undefined)	-45	-4	-3	25	0	3	-2	2	-7	-1	4
16	Cc1cc(C)nc(SCC(=O)NCC2COc3ccccc3O2)n1 (centres undefined)	14	-9	-19	-12	-1	3	5	5	3	-11	-10
17	CC(=O)c1cccc(NC(=O)CCS(=O)(=O)c2cccc3nonc23)c1	8	-19	-33	1	4	-29	-6	0	1	-8	-2
18	Cc1ccc2nc(SCC(=O)NCCc3ccccc3)nc(=O)n2c1	-2	-8	19	-30	3	-3	-12	-5	2	-10	-8
19	CCn1c(NC(=O)c2ccc(F)cc2)c2ccccc2nc1=O	4	-1	14	-14	-2	?	-9	-6	-2	14	-1
20	c1ccc2cc(CCCc3cc4ccccc4cn3)ncc2c1	23	-15	12	-6	-2	3	0	-6	-3	-36	-8
21	COc1ccc2nc(C)cc(Nc3ccc(C(=O)O)cc3)c2c1	2	0	-4	/	0	1	/	-2	10	13	8
22	Cc1ccc(-c2cn3cccnc3n2)cc1	-84	34	-62	-43	2	-3	-44	-5	-5	-45	-56
23	COc1ccc(C(CNC(=O)Cc2cc(OC)c(OC)c(OC)c2)N2CCCC2)cc1 (centres undefined)	9	-3	9	30	5	0	13	-7	-3	-4	-10
24	CCOC(=O)c1[nH]c2ccc(OC)cc2c1NC(=O)CCN1CCCC(C)C1 (centres undefined)	-6	-7	2	-20	-1	12	-19	3	-13	-4	-19
25	COC(=O)c1sc2cnccc2c1N	-21	-3	22	3	-7	/	10	-2	-2	-17	30
26	CN(c1ccccc1)S(=O)(=O)c1ccc(NC(=O)c2cccs2)cc1	-12	6	3	-13	-5	-1	-1	6	-13	-16	-9
27	COc1cc(C(=O)N2C[C@H]3CON(C)[C@H]3C[C@H]2c2ccc(N3CCCCC3)cc2)cc(OC)c1OC	-11	6	-12	-26	/	-2	11	-4	/	0	-10
28	Cc1nc(N)nc(Cl)c1Cc1ccc(Cl)cc1	-7	10	1	-5	6	-3	4	1	1	-4	8
29	Cc1nnc2sc(SCc3ccc(Br)cc3)nn2c1=O	-1	-3	4	-8	5	5	13	10	-7	11	1
30	COC(=O)[C@@H]1[C@H](CCc2ccccc2)NC(=O)N(Cc2ccccc2)[C@@H]1C	0	-3	4	-3	4	-4	14	2	0	-5	9
31	C=CCc1c(C)nc(-c2ccccc2)nc1N/N=C/c1ccccc1	-42	1	-7	6	-4	/	-18	-3	0	-14	-11
32	O=C1NC(c2cccs2)C(C(=O)c2ccccc2)C(O)(C(F)(F)F)N1 (centres undefined)	2	-10	-6	-11	-3	-2	7	-8	-2	6	9
33	CC(=O)NC(c1cccc(F)c1)c1nc(-c2cccs2)cs1 (centres undefined)	8	-9	-8	-5	/	2	2	-5	/	-2	-14
34	CSc1ccccc1N=Cc1nc(-c2ccccc2)oc1O	-6	-3	8	-15	-5	-4	-12	4	-1	-49	-17
35	CCOc1cc(/C=C2\SC(=S)N(N3CCOCC3)C2=O)ccc1O	-8	-12	5	-8	-6	-7	-8	-7	-1	-10	-9
36	O=C(c1cc2c(s1)CCCCC2)N1CCN(c2ncccn2)CC1	8	5	-10	5	3	11	-14	1	-5	-34	-3
37	CCn1c(SCc2ccccc2Cl)nc2nc3c(cc2c1=O)CCCC3	-24	1	9	-8	-6	-16	0	-14	10	-1	12
38	COC(=O)NN1C(=O)C(c2ccccc2)=C(c2ccc(Cl)cc2)C1=O	9	-11	21	-7	-1	4	9	-1	-5	-3	-4
39	CCn1c(=O)[nH]c(=O)c2c(N)c(C(=O)c3cc(F)ccc3F)sc21	49	-13	13	25	-8	5	-4	-8	8	-1	11
40	O=C(NCc1ccccc1)/C(=C/c1ccc(OC(F)F)cc1)c1ccccc1	-16	-2	12	10	-2	-4	5	8	-2	-17	-43
41	CC(=O)c1cccc(N(C(=O)CNC(=O)c2ccco2)C(C(=O)NC2CCCC2)c2ccc(C)o2)c1 (centres undefined)	-10	0	16	-15	-11	-2	9	-1	-11	-21	5
42	C#CCOCCOCCOCCNc1nc(N2CCN(C(=O)[C@H]([C@@H](C)CC)n3cc(CCCCN)nn3)CC2)nc(N2CCN(C(=O)[C@H]([C@@H](C)CC)n3cc(CCCN=C(N)N)nn3)CC2)n1	7	-6	-14	-19	-5	-3	-4	-17	5	3	-29
43	CC(C)(C)OC(=O)N1CCCC1C(=O)N1CCCC1C(=O)N1CCCC1C(=O)O (centres undefined)	4	-4	-14	-21	-6	-7	1	0	14	6	1
44	N#Cc1cccc(NC(=O)c2nc(-c3ccccc3)n(-c3ccccc3)n2)c1	1	12	4	16	2	-1	11	5	-1	-15	15
45	O=C(c1cc(-c2cccc(Cl)c2)on1)N1CCOCC1	-74	7	-142	-17	-3	8	-11	-11	-27	-63	-79
46	O=C(Nc1scc(-c2ccccc2)c1C(=O)O)c1ccccc1Cl	-26	16	6	-14	-2	-9	-4	-2	-1	-30	-7
47	CC(CNS(=O)(=O)c1ccc(Cl)cc1)n1cncn1 (centres undefined)	0	-6	-9	-3	9	27	-4	2	1	-2	5
48	O=C(Nc1ccccc1C(F)(F)F)C1CCCC1	11	-17	1	-5	3	-3	8	-11	13	13	1
49	CCc1ccc(OCCNC(=O)OCc2ccccc2)cc1	3	-6	15	2	3	-4	-3	-7	5	-30	20
50	O=C1CN(C(=O)COC(=O)c2cccc(OCc3ccccc3)c2)c2ccccc2N1	-13	-3	-21	0	-5	-4	-9	0	-11	-24	-4
51	COCOCCn1cc(CN2CCS(=O)(=O)N(Cc3ccc(-c4ccc(F)nc4)cc3)C(C)C2=O)nn1 (centres undefined)	-9	0	-7	5	-12	-6	-9	-12	1	-12	-17
52	CS(=O)(=O)N1CCN(C(=O)c2ccccc2)C1	15	-7	0	9	12	9	-1	-6	0	0	-17
53	CCc1nc2ccc(C(=O)N(CC)CCN(C)C)cn2c1N(C)C(=O)C1CCCCC1	-16	9	-13	-8	/	2	-20	-2	/	-11	15
54	COC(=O)c1sc(-c2ccccc2)cc1NC(C)=O	-15	4	-3	-11	-3	2	4	-3	-3	-16	1
55	O=C(NCc1ccc2c(c1)OCO2)C(=O)NCC1OCCCN1S(=O)(=O)c1ccccc1 (centres undefined)	6	-15	12	-7	-16	/	-6	-6	2	-3	-4
56	COc1ccc(N2CCN(C3CCCN(C(=O)CCN4CCCCO4)C3)CC2)cc1 (centres undefined)	2	14	-9	-5	2	-4	-3	-7	-10	-32	-6
57	CN1c2ccsc2C(O)=C(C(=S)Nc2ccccc2)S1(=O)=O	4	-1	-5	-24	-12	/	-2	2	-2	-3	-15
58	COc1cc([C@@H]2CC=C(C(=O)O)[C@H](c3ccccc3)N2S(=O)(=O)c2ccc(C)cc2)cc(OC)c1OC	4	12	-10	-7	-6	/	12	4	2	7	2
59	CC1CCCC(NCC(O)COC(c2ccc(F)cc2)c2ccc(F)cc2)C1C (centres undefined)	-12	22	11	2	9	-3	-20	3	-16	-11	-40
60	CCN(CC)S(=O)(=O)c1cc(-c2nnc(-c3ccc(Br)cc3)o2)ccc1Cl	8	-4	6	2	-10	-6	-3	-12	23	-9	-7
61	COCCNC(=O)C(c1ccc(C)o1)N(C(=O)C(=O)NC1CCCCC1)c1ccc(F)cc1 (centres undefined)	-35	2	-9	22	-7	-5	23	-6	-11	-43	-27
62	CCOC(=O)c1c(NC(=O)CN2CCN(C(=O)c3ccco3)CC2)sc2c1CCCC2	2	-5	16	0	3	-10	11	2	-17	-4	-21
63	CCOC(=O)c1[nH]nc2c1C(=O)N(Cc1ccccc1)C2=O	-2	4	16	-6	5	8	14	-3	-6	26	4
